Source: PubChem (several laboratories)
rCAG RNA binder = r(CAG) repeat RNA binding; TO-PRO-1 dye displacement fluorescence; inhibition, % at 3 µM; 370,000 tested, 1.3% active; AID 651821;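 active means inhibition above the plate cutoff, the mean of all test compounds on that plate plus 3 SD, cut at about 35% in these data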;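 further: 0% = DMSO alone and 100% = 100 µM mitoxantrone as full dye displacement; higher means more dye released from RNA so lower well fluorescence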
Rev-erbA mod = modulators of human Rev-erb alpha DNA binding; P20393; Rev-erbα–FITC-DNA binding, fluorescence polarization, 90 min; activity, % at 10 µM; 370,000 tested, 0.79% active; AID 1259318;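 active means activity above about 14%, limit read from the data; passing the limit was not always enough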;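 further: 0% = DMSO wells with 35 nM protein and 100% = DMSO wells with 750 nM protein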
Target sequence (P20393 whole entry, looked up): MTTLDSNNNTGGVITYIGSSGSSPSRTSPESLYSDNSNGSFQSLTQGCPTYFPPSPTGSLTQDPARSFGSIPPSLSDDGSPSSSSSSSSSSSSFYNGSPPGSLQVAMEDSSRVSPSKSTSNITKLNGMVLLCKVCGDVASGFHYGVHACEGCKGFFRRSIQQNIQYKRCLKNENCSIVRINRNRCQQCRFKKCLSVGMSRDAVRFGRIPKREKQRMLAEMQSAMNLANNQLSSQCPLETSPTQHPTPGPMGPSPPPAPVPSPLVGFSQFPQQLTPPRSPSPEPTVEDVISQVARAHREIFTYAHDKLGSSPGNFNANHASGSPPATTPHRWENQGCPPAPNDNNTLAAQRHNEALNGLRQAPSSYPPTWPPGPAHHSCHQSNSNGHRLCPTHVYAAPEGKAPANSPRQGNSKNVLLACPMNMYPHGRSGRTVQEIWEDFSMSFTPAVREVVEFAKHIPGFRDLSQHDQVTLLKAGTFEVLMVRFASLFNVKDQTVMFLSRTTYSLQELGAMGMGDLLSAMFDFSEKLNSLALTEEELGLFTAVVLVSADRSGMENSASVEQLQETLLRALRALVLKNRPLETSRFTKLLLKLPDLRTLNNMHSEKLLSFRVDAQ
SIAE inh = blocks human sialic acid acetylesterase. Q9HAT2. AID 1053197. 370,000 tested, 0.69% active. SIAE FP-Rh probe binding, fluorescence polarization. inhibition, % at 9.66 µM;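 active means inhibition above a cutoff: mean of compounds within the control limits plus 3 SD of those, cut at about 17% in these data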;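 further: 0% = plate median of compound wells and 100% = probe without SIAE protein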
LEDGF integ inh = blocks HIV-1 LEDGF/p75-dependent DNA integration | TR-FRET IN-LEDGF/p75 DNA integration, Eu/Cy5 | inhibition, % at 3.7 µM | 370,000 tested, 0.64% active;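 active means inhibition above the screen-wide mean plus 3 SD, cut at about 13% in these data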;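 further: signal is the Cy5 over europium emission ratio at 671 and 618 nm; 0% = plate median of compound wells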
TCR CD3 inh = blocks the human TCR-CD3 interaction; TAMRA-labeled TCR probe fluorescence, biochemical; inhibition, % at 9.4 µM; 360,000 tested, 0.37% active; in the data active means inhibition above about 19%;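 further: recombinant mutant TCR 2C K166C tagged with TAMRA read by polarization; 0% = receptor in buffer alone and 100% = receptor with positive control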
HTRA1 inhibitor = inhibitors of human serine peptidase HTRA1; Q92743; recombinant HTRA1, FP-rhodamine activity-based probe, fluorescence polarization; inhibition, % at 5.96 µM; 340,000 tested, 0.5% active; in the data active means inhibition above about 36%;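 further: 0% = enzyme with DMSO and 100% = wells lacking enzyme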
TDP2 inh = TDP2 (human) inhibition, absorbance primary screen. O95551. recombinant TDP2, T5PNP hydrolysis, p-nitrophenol absorbance 415 nm. inhibition, % at 12.8 µM. 370,000 tested, 0.34% active. AID 720702;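 active means inhibition above the mean of all tested compounds plus 3 SD, set per campaign, cut at about 25% in these data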;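 further: 0% = DMSO with enzyme and 100% = buffer with substrate but no TDP2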
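System: recombinant human TDP2 / Amount: 120 nM TDP2 per well / Also added: 5 mM T5PNP chromogenic substrate / Doses: 12.8 µM single point, 1% DMSO / Incubation: 2 h at 37 °C / Detection: p-Nitrophenol epi absorbance / Evaluation: % inhibition relative to enzyme-containing and enzyme-free wells / Repeats: singlicate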
mABHD4 FP = inhibits mouse alpha/beta hydrolase domain 4; AID 720543; 370,000 tested, 0.54% active; inhibition, % at 8.92 µM; purified mABHD4, FP-Rh probe fluorescence polarization;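 active means inhibition exceeding the mean over every tested compound plus 3 SD, cut at about 30% in these data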;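 further: 0% = plate median of compound wells and 100% = S159A mutant with DMSO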
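Test system: mABHD4 protein; Read-out basis: % inhibition; Incubation: 45 min + 60 min at 25 °C; Repeats: single replicate; Technique: fluorescence polarization with parallel and perpendicular emission, 525/598 nm; Compound: 8.92 µM, single dose; Benchmarks: full inhibition S159A mutant plus DMSO, zero as sample-well median.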
PG9 Ab binder = small molecules binding HIV-1 gp120 antibody PG9; TR-FRET gp120-PG9 antibody binding; inhibition, % at 6.7 µM; 360,000 tested, 0.43% active; in the data active means inhibition above about 8.5%
PRMT1 inh = PRMT1 (human) inhibition, primary screen. Q99873. recombinant PRMT1, activity-based probe fluorescence polarization. inhibition, % at 2.79 µM. 370,000 tested, 1.3% active. AID 652257;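 active means inhibition above about 21% made by adding two undisclosed values, limit read from the data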
Target sequence (Q99873 whole entry, looked up): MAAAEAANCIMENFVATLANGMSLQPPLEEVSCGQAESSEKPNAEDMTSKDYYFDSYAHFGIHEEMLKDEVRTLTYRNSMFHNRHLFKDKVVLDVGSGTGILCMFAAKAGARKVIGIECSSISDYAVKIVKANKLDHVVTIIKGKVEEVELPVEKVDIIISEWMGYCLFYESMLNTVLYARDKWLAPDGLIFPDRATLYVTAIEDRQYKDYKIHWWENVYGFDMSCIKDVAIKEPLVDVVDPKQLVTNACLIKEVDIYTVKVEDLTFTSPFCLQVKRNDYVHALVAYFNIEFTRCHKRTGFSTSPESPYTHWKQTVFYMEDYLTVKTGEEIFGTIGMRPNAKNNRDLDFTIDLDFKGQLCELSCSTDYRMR
Active calls of the source: *. A portion of the library (hit frequency here may not be typical).

For CC(C)CNC(=O)OCc1cn(Cc2ccccc2C(F)(F)F)nn1 the results were rCAG RNA binder 2.9, Rev-erbA mod 4.8, SIAE inh 0.5, LEDGF integ inh -0.8, TDP2 inh 1.2, mABHD4 FP -1.6 and PRMT1 inh 2.1.
For O=C(Nc1ccccc1O)c1ccc(Cl)cc1 the results were rCAG RNA binder 3.3, Rev-erbA mod 0.0, SIAE inh 1.7, LEDGF integ inh -0.5, TCR CD3 inh 2.2, HTRA1 inhibitor -1.0, TDP2 inh 4.5, mABHD4 FP -2.5, PG9 Ab binder -0.6 and PRMT1 inh -0.1.
`COc1ccccc1NC(=O)Nc1nc(CC(=O)N2CCN(c3ccccc3)CC2)cs1` gave rCAG RNA binder 8.0, Rev-erbA mod 9.3, SIAE inh 8.6, LEDGF integ inh 3.3, TCR CD3 inh -1.3, HTRA1 inhibitor -37.4, TDP2 inh 4.2, mABHD4 FP -0.1, PG9 Ab binder -0.8 and PRMT1 inh -2.6.
For Cc1ccc(NS(=O)(=O)c2cccc3nsnc23)cc1[N+](=O)[O-] the results were rCAG RNA binder 7.3, Rev-erbA mod -2.4, SIAE inh -6.1, LEDGF integ inh 2.4, TCR CD3 inh 0.7, HTRA1 inhibitor 9.0, TDP2 inh 11.4, mABHD4 FP 1.1, PG9 Ab binder -2.1 and PRMT1 inh -1.4.
Screening Cc1cccc(N(C(=O)CCC(=O)Nc2cc(C)on2)C(C(=O)NC2CCCC2)c2cccnc2)c1 (configuration not stated) returned rCAG RNA binder -5.1, Rev-erbA mod 2.0, SIAE inh 13.8, LEDGF integ inh 1.7, TCR CD3 inh 4.8, HTRA1 inhibitor -6.2, TDP2 inh 15.8, mABHD4 FP 4.0, PG9 Ab binder -1.1 and PRMT1 inh 2.0.
O=C(N/N=C/c1ccccc1Cl)c1cccc(F)c1 was read as rCAG RNA binder 0.5, Rev-erbA mod -2.5, SIAE inh 2.2, LEDGF integ inh 0.1, TCR CD3 inh -4.2, HTRA1 inhibitor 2.3, TDP2 inh 9.2, mABHD4 FP 2.9, PG9 Ab binder -0.7 and PRMT1 inh -1.4.
`CNS(=O)(=O)c1ccc(NC(=O)c2ccoc2C)cc1` gave rCAG RNA binder 1.7, Rev-erbA mod -7.4, SIAE inh 0.9, LEDGF integ inh -0.5, TCR CD3 inh 6.8, HTRA1 inhibitor 3.3, TDP2 inh 6.4, mABHD4 FP -4.4, PG9 Ab binder -2.1 and PRMT1 inh 1.6.
Cc1cccc(N(C)C(=O)C2CCCN2S(=O)(=O)c2cccc3nsnc23)c1 (configuration not stated) was read as rCAG RNA binder -3.9, Rev-erbA mod -2.0, SIAE inh 4.7, LEDGF integ inh 1.6, TCR CD3 inh 3.0, HTRA1 inhibitor 3.1, TDP2 inh -9.7, mABHD4 FP -4.2, PG9 Ab binder 1.1 and PRMT1 inh -6.7.
`CC(=O)C1N=NCC1c1ccccc1` (configuration not stated) gave rCAG RNA binder 3.5, Rev-erbA mod -6.4, SIAE inh 4.6, LEDGF integ inh -1.9, TCR CD3 inh 4.2, HTRA1 inhibitor 1.8, TDP2 inh -2.6, mABHD4 FP -1.1, PG9 Ab binder 0.1 and PRMT1 inh -1.0.
Screening COCC(C)n1c(SCc2cc(C(=O)OC)c(C)o2)nc2ccccc2c1=O (configuration not stated) returned rCAG RNA binder -3.1, Rev-erbA mod 2.1, SIAE inh 0.7, LEDGF integ inh -2.3, TCR CD3 inh -4.2, HTRA1 inhibitor -9.6, TDP2 inh 11.0, mABHD4 FP -5.5, PG9 Ab binder -0.6 and PRMT1 inh -3.1.
CCCC(=O)N1CCC[C@]2(CC[C@H](CCC#N)O2)C1 was read as rCAG RNA binder 1.5, Rev-erbA mod 3.5, SIAE inh -1.4, LEDGF integ inh -3.5, TDP2 inh 5.5, mABHD4 FP -1.9 and PRMT1 inh 0.4.
O=C(NNC(=O)c1ccc(Br)cc1)c1ccncc1 was read as rCAG RNA binder -1.2, Rev-erbA mod 4.0, SIAE inh -0.5, LEDGF integ inh -1.8, TCR CD3 inh -0.1, HTRA1 inhibitor 8.8, TDP2 inh -8.2, mABHD4 FP 3.1, PG9 Ab binder 0.1 and PRMT1 inh 1.6.
Screening Cc1cc(C)c(NC(=O)c2ccc3c(c2)CCN3S(C)(=O)=O)c(C)c1 returned rCAG RNA binder -2.9, Rev-erbA mod -1.1, SIAE inh -3.1, LEDGF integ inh 0.6, TCR CD3 inh 6.8, HTRA1 inhibitor 2.8, TDP2 inh -6.1, mABHD4 FP -4.5, PG9 Ab binder 0.3 and PRMT1 inh 1.7.
Screening CCn1c(CNc2ccccc2Cl)nnc1SCCN1CCCCC1 returned rCAG RNA binder -5.9, Rev-erbA mod -3.3, SIAE inh 1.0, LEDGF integ inh -1.0, TCR CD3 inh 0.1, HTRA1 inhibitor -6.5, TDP2 inh 4.8, mABHD4 FP -11.5, PG9 Ab binder -1.4 and PRMT1 inh -2.1.
Screening COc1ccc(NC(=O)Cn2c(-c3ccccc3)cn(-c3ccc(C)cc3)c2=O)cc1 returned rCAG RNA binder -2.6, Rev-erbA mod 15.6, SIAE inh -2.3, LEDGF integ inh -0.4, TCR CD3 inh 6.0, HTRA1 inhibitor -6.5, TDP2 inh 2.9, mABHD4 FP 1.6, PG9 Ab binder 1.8 and PRMT1 inh 0.6.
Screening CC(C)(C)OC(=O)N1CCC[C@@H]1C(=O)N1CCC(C(=O)O)CC1 returned rCAG RNA binder 1.9, Rev-erbA mod 1.1, SIAE inh 0.9, LEDGF integ inh 0.1, TCR CD3 inh 8.2, HTRA1 inhibitor -4.2, TDP2 inh 2.9, mABHD4 FP 4.5, PG9 Ab binder 0.7 and PRMT1 inh -1.1.
CCCCN(CC)CCCNC(=O)c1ccc(CSc2nc3ccncc3[nH]2)cc1 was read as rCAG RNA binder -1.4, Rev-erbA mod -0.5, SIAE inh 1.6, LEDGF integ inh -3.2, TCR CD3 inh 5.3, HTRA1 inhibitor -1.9, TDP2 inh 8.1, mABHD4 FP -0.9, PG9 Ab binder -2.7 and PRMT1 inh -1.4.
For CCOC(=O)/C(C#N)=C\C=C1C=CN(C)C=C1 the results were rCAG RNA binder -45.6, Rev-erbA mod 30.9*, SIAE inh -0.1, LEDGF integ inh -1.8, TCR CD3 inh 8.5, HTRA1 inhibitor -10.5, TDP2 inh 1.4, mABHD4 FP 0.3, PG9 Ab binder -24.8 and PRMT1 inh -38.1.
`COc1ccc2nc3cc(Cl)ccc3c(Nc3cc(CN4CCCC4)c(O)c(CN4CCCC4)c3)c2n1` gave rCAG RNA binder 14.9, Rev-erbA mod 8.9, SIAE inh 15.0, LEDGF integ inh 1.9, TCR CD3 inh 6.7, TDP2 inh 2.7, mABHD4 FP 37.0*, PG9 Ab binder -8.8 and PRMT1 inh 1.8.
`O=C(CN1C(=O)COc2ccccc21)NCCCN1CCc2ccccc2C1` gave rCAG RNA binder -5.1, Rev-erbA mod -0.6, SIAE inh -0.3, LEDGF integ inh 0.6, TCR CD3 inh 1.2, HTRA1 inhibitor 4.8, TDP2 inh 4.3, mABHD4 FP -10.5, PG9 Ab binder 0.0 and PRMT1 inh -1.2.
Screening Cc1cccc(NC(=O)CSc2nc(C3CC3)nc3ccccc23)c1 returned rCAG RNA binder 1.8, Rev-erbA mod -10.7, SIAE inh 6.3, LEDGF integ inh -1.1, TCR CD3 inh -3.8, HTRA1 inhibitor -6.4, TDP2 inh -9.0, mABHD4 FP -13.8, PG9 Ab binder 1.1 and PRMT1 inh -2.2.
CCn1c(SCC#N)nc2c(c1=O)C1(CCCC1)Cc1ccccc1-2 was read as rCAG RNA binder -3.7, Rev-erbA mod 0.5, SIAE inh 0.2, LEDGF integ inh 6.0, TCR CD3 inh 0.4, HTRA1 inhibitor -37.2, TDP2 inh -7.6, mABHD4 FP -9.9, PG9 Ab binder 0.5 and PRMT1 inh -3.6.
For CC(=O)Nc1ccc2sc(NC(=O)CN3CCOCC3)nc2c1 the results were rCAG RNA binder -0.2, Rev-erbA mod -4.0, SIAE inh -0.8, LEDGF integ inh -3.1, TCR CD3 inh -1.1, HTRA1 inhibitor 0.4, TDP2 inh 3.9, mABHD4 FP -6.8, PG9 Ab binder -0.2 and PRMT1 inh -2.0.
For CC(C)(C)OC(=O)N1C(=O)[C@](OC(=O)c2ccccc2)(c2ccc(F)cc2)c2ccccc21 the results were rCAG RNA binder 1.6, Rev-erbA mod 6.8, SIAE inh -1.8, LEDGF integ inh 1.4, TCR CD3 inh 2.2, TDP2 inh 1.3, mABHD4 FP -11.1, PG9 Ab binder 0.1 and PRMT1 inh -0.5.
`COc1ccc(C(=O)N/C(=C/c2ccco2)C(=O)N2CCCCCC2)cc1` gave rCAG RNA binder 10.9, Rev-erbA mod 2.4, SIAE inh -3.1, LEDGF integ inh -0.9, TCR CD3 inh -4.9, HTRA1 inhibitor 6.7, TDP2 inh -2.6, mABHD4 FP 5.8, PG9 Ab binder 0.9 and PRMT1 inh 12.2.
For Cc1cc(C)nc(/N=C(\N)Nc2cccc([N+](=O)[O-])c2)n1 the results were rCAG RNA binder 6.1, Rev-erbA mod -4.6, SIAE inh 5.0, LEDGF integ inh 3.5, TCR CD3 inh 2.4, HTRA1 inhibitor -1.2, TDP2 inh 2.6, mABHD4 FP 0.7, PG9 Ab binder 1.1 and PRMT1 inh -1.5.
For Nc1ccc2nc(COc3ccccc3)[nH]c2c1 the results were rCAG RNA binder 2.5, Rev-erbA mod 0.1, SIAE inh 3.3, LEDGF integ inh 2.5, TCR CD3 inh 0.8, HTRA1 inhibitor 5.1, TDP2 inh -13.5, mABHD4 FP 14.7, PG9 Ab binder -1.9 and PRMT1 inh -2.1.
Screening COc1ccc(CC(=O)NCc2ccccc2)cc1S(=O)(=O)N1CCOCC1 returned rCAG RNA binder -2.4, Rev-erbA mod 3.9, SIAE inh -1.1, LEDGF integ inh 3.1, TCR CD3 inh 7.9, HTRA1 inhibitor 4.9, TDP2 inh 1.2, mABHD4 FP 4.4, PG9 Ab binder -1.8 and PRMT1 inh -0.5.
`Cc1ccc2nc(COC(=O)c3ccc(Cl)nc3)cc(=O)n2c1` gave rCAG RNA binder 0.9, Rev-erbA mod 1.2, SIAE inh 4.9, LEDGF integ inh 3.5, TCR CD3 inh 2.1, HTRA1 inhibitor -1.8, TDP2 inh 4.8, mABHD4 FP 2.7, PG9 Ab binder 1.1 and PRMT1 inh 0.2.

Compounds from the list above containing an NH in an aromatic ring:
CCCCN(CC)CCCNC(=O)c1ccc(CSc2nc3ccncc3[nH]2)cc1 was read as rCAG RNA binder -1.4, Rev-erbA mod -0.5, SIAE inh 1.6, LEDGF integ inh -3.2, TCR CD3 inh 5.3, HTRA1 inhibitor -1.9, TDP2 inh 8.1, mABHD4 FP -0.9, PG9 Ab binder -2.7 and PRMT1 inh -1.4.
For Nc1ccc2nc(COc3ccccc3)[nH]c2c1 the results were rCAG RNA binder 2.5, Rev-erbA mod 0.1, SIAE inh 3.3, LEDGF integ inh 2.5, TCR CD3 inh 0.8, HTRA1 inhibitor 5.1, TDP2 inh -13.5, mABHD4 FP 14.7, PG9 Ab binder -1.9 and PRMT1 inh -2.1.
